CHRM4 PAM: CHRM4 positive allosteric modulation. P08173. CHO-K1 hM4/Gqi5, Fluo-8 calcium fluorescence, ACh EC20; 0% = ACh EC20, 100% = maximal ACh. activation, % at 3 µM. 0.4% of 360,000 active. AID 624126;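 active means activation above its plate's cutoff, the mean activation of sample wells plus 3 SD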; further: some results filed as inactive read as strong as hits
Target sequence (P08173 whole entry, looked up): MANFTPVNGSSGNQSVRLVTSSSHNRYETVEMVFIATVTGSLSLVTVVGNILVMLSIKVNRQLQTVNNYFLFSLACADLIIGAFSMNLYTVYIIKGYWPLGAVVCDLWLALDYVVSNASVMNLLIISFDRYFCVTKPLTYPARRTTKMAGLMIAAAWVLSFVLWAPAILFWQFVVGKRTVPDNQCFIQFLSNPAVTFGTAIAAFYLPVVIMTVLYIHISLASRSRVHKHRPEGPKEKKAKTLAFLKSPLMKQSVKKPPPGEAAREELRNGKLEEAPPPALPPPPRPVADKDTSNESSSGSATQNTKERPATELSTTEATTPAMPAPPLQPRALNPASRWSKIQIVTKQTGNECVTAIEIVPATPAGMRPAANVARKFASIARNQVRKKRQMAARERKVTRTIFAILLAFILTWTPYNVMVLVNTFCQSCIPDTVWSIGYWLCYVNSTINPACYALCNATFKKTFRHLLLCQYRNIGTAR
M4 ag: CHRM4 agonism in calcium assay; CHO-K1 hM4/Gqi5, Fluo-8 calcium fluorescence; vehicle 0%, full acetylcholine response 100%; activation, % at 3 µM; 0.14% of 360,000 active;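 active means activation above the run mean over all test wells plus 3 SD, cut at about 32% in these data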;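 further: peak over basal fluorescence ratio per well then scaled between controls; 0% = DMSO wells and 100% = acetylcholine at EC100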
CHO-K1 Ca PAM: M1 PAM counterscreen hit in parental CHO-K1 cells; ATP EC20, Fluo-8 calcium fluorescence; 0% at ATP EC20, 100% at ATP max; activation, % at 3 µM; 0.02% of 360,000 active; AID 602247;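 active means activation above the run cutoff, the mean activation of all test compounds plus 3 SD, cut at about 40% in these data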;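 further: peak over basal fluorescence ratio in a 140 s read after ATP addition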
M5 ag: agonists of human muscarinic M5 receptor (CHRM5); activation, % at 3 µM; 0.19% of 360,000 active; CHO-K1 hM5 cells, Fluo-8 calcium fluorescence; 0% DMSO wells, 100% maximal acetylcholine response; AID 624037;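 active means activation above the run's mean over test compounds plus 3 SD, cut at about 23% in these data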;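 further: signal is peak over basal fluorescence ratio across the kinetic read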
Target sequence (P08912 whole entry, looked up): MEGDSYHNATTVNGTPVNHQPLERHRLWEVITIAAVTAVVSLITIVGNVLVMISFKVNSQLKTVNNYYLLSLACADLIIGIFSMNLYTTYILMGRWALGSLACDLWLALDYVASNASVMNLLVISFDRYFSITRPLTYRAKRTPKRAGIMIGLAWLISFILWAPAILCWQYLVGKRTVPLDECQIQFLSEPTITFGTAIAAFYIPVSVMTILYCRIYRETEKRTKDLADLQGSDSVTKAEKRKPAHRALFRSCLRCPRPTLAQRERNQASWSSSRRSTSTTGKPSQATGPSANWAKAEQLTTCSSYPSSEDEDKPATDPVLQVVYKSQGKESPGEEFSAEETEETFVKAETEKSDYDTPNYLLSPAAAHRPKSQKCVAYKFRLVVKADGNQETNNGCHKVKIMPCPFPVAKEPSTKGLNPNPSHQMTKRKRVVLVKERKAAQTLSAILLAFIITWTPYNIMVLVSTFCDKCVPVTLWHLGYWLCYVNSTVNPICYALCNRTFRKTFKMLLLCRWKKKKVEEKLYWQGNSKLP
CHO-K1 Ca antag: nonselective inhibitor or artifact in parental CHO-K1 cells. inhibition, % at 3 µM. ATP-induced calcium, Fluo-8 fluorescence. AID 602250. 0.6% of 360,000 active;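 active means inhibition above a per-plate cutoff, the plate's mean sample inhibition plus 3 SD, cut at about 24% in these data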;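 further: 0% = DMSO plus EC80 ATP and 100% = DMSO alone without ATP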
CHO-K1 Ca ag: M1 agonist counterscreen hit in parental CHO-K1 cells. Fluo-8 calcium fluorescence; scaled to maximal ATP response, vehicle zero. activation, % at 3 µM. 0.48% of 360,000 active. AID 602248; in the data active means activation above about 15%;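 further: untransfected CHO-K1 host cells lacking M1 receptor as counterscreen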
M5 antag: CHRM5 antagonism in calcium assay. P08912. CHO-hM5 cells, Fluo-8 calcium fluorescence, ACh EC80. inhibition, % at 3 µM. 0.59% of 360,000 active. AID 624040;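 active means inhibition above a per-plate cutoff, the mean of that plate's test compounds plus 3 SD, cut at about 27% in these data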;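 further: 0% = acetylcholine EC80 with DMSO and 100% = DMSO without agonist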
CHRM4 antagonist: antagonists of human muscarinic M4 receptor (CHRM4) | P08173 | CHO-hM4 cells, ACh EC80, Fluo-8 calcium fluorescence | inhibition, % at 3 µM | 0.73% of 360,000 active | AID 624125;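 active means inhibition above its plate's cutoff, the mean inhibition of sample wells plus 3 SD, cut at about 27% in these data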;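 further: 0% = acetylcholine EC80 with DMSO and 100% = DMSO without agonist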
CHRM5 PAM: potentiates acetylcholine response at human M5 receptor | P08912 | CHO-K1 hM5, Fluo-8 calcium, ACh EC20 PAM; 0% = ACh EC20, 100% = ACh EC100 | activation, % at 3 µM | 0.3% of 360,000 active;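 active means activation above the run cutoff, the mean activation of all test compounds plus 3 SD, cut at about 18% in these data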
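System: CHO-K1 cell line with stable human muscarinic M5 receptor expression | Also added: EC20 acetylcholine as agonist stimulus | Compound: One concentration, 3 µM final (nominal) | Timing: Fluo-8 loading 80 min at 37 °C plus 30 min room temperature | Measured by: Fluo-8 calcium dye fluorescence, kinetic read | Read-out basis: % activation, ACh-normalized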
Active calls of the source: *.

SMILES	CHRM4 PAM	M4 ag	CHO-K1 Ca PAM	M5 ag	CHO-K1 Ca antag	CHO-K1 Ca ag	M5 antag	CHRM4 antagonist	CHRM5 PAM
Cc1ccc(-n2nc3c(=O)n(CCCC(=O)N4CCC(C)CC4)nc(C)c3c2C)cc1	-6	4	3	-7	-19	0.8	11	-14	-7
COc1ccc(S(=O)(=O)N2CCN(Cc3cc(OC)c(OC)cc3OC)CC2)cc1	1	0	23	-6	-3	0.1	1	0	1
COc1cc2c(cc1OC)C(C(=O)Nc1ccc(F)c(Cl)c1)CC(=O)N2 (stereo unspecified)	-2	0	-3	0	10	-0.2	11	6	1
O=C(CSCSCC(=O)Nc1ccc2c(c1)OCO2)Nc1ccc2c(c1)OCO2	2	1	19	1	-17	0.7	-1	-1	-3
CCOC(=O)C1CCN(C(=O)Nc2ccc(OC(F)(F)F)cc2)CC1	-4	1	15	-1	3	9.5	0	1	-4
CCOC(=O)C1CCCN(C(=O)c2sc3nc(C)nc(N(CC)CC)c3c2C)C1 (stereo unspecified)	-1	3	3	1	-18	1.8	-2	-8	5
C/C(=N\NC(=O)c1cc(O)ccc1O)c1cccc(NC(=O)c2ccc(Cl)cc2)c1	1	5	11	-2	-4	3.3	7	6	-5
O=C(N/N=C/c1ccccc1OC(=O)c1ccc2c(c1)OCO2)c1ccccc1	-11	4	16	-2	-2	2.9	3	4	-7
CCOC(=O)c1c(NC(=O)C[n+]2ccccc2)sc2c1CCCC2	2	0	-8	-8	-13	-0.6	5	-2	1
Cc1nnc(-c2cnn(C)c2N)n1Cc1ccc2c(c1)OCO2	-1	1	13	-3	-5	-0.1	7	-3	1
C=CCNC(=O)CN(c1ccc(OC)cc1OC)S(C)(=O)=O	0	0	24	-3	-17	0.5	-1	7	3
COc1ccc(CCNC(=O)c2ccccc2C(=O)NCCc2ccc(OC)c(OC)c2)cc1OC	-8	5	7	7	-2	2.0	0	1	-3
CCOP(=O)(OCC)C(NC(=O)c1cc([N+](=O)[O-])cc([N+](=O)[O-])c1)C(F)(F)F (stereo unspecified)	0	1	6	-1	-1	1.2	6	1	11
CCc1ccc(N(CC(=O)NC(C)(C)C)C(=O)CNC(=O)c2cccs2)cc1	-5	2	12	-2	-12	2.3	8	5	2
C=CCN1C(=O)CSc2ccc(C(=O)NCc3ccco3)cc21	-4	1	20	-4	-10	0.9	2	13	0
CCOC(=O)c1sc2ncn(C(CC)C(=O)OCC)c(=O)c2c1C (stereo unspecified)	2	1	13	-1	-10	0.9	-3	21	3
O=C(CNC(=O)c1ccccc1Br)NCCSc1ccc(Br)cc1	-2	13	20	1	-10	5.3	10	-4	-6
COc1ccccc1NNC(=O)C(O)(c1ccccc1)c1ccccc1	-7	1	9	-2	-2	0.9	18	-4	-6
O=C(Nc1cccc(S(=O)(=O)N2CCOCC2)c1)c1cn(-c2ccccc2)nc1-c1ccccc1	-15	6	1	-2	18	3.0	18	16	-13
COc1ccccc1NC(=S)NCCC(c1ccccc1)c1ccccc1	-11	3	19	-7	-9	3.1	9	-9	-5
CCOCCn1c(N2CCCC2)nc2c1c(=O)n(C)c(=O)n2C	2	1	6	-3	-10	0.3	7	-10	9
CSCCC(=O)N(C)CC1CCN(CCc2cccc(C(F)(F)F)c2)CC1	-8	0	3	-22	-1	-0.3	22	-10	-32
CCOc1ccc(NC(=O)CN(C)C(=O)CSCc2c(C)noc2C)cc1OCC	-6	4	-12	4	1	1.3	4	14	-2
O=C(NCCCCCCNC(=O)c1ccncc1)c1ccncc1	6	0	15	-5	-18	0.3	-8	-27	10
CCn1cc(CN2CCc3c([nH]c4ccccc34)C2c2cccc(O)c2)c(C)n1 (stereo unspecified)	2	3	19	-5	-16	1.1	6	-5	0
CS(=O)(=O)N(CC(=O)O)c1ccc(C23CC4CC(CC(C4)C2)C3)cc1	-1	0	-13	-5	7	-0.4	-4	-10	2
CC(C)c1nnc(NC(=O)CSc2nc3ccccc3s2)s1	-1	0	11	0	1	0.8	14	12	-2
CS(=O)(=O)N1c2ccccc2[C@]2(Br)C[C@H]3C(=O)N[C@@H](Cc4ccccc4)C(=O)N3[C@H]12	5	4	-12	2	-1	0.8	4	5	0
O=C(O)c1ccc(/C=C/C(=O)c2ccc3c(c2)OCCCO3)cc1	-2	1	8	-2	-7	5.2	9	15	-1
C[C@H]1COc2cc(N3CCN(Cc4ccccc4F)CC3)ccc2S(=O)(=O)N1	1	1	4	-4	0	1.8	0	-1	-4
CN(C)S(=O)(=O)c1cccc(C(=O)OCC(=O)Nc2sccc2C#N)c1	1	6	6	1	-7	1.8	-3	11	-2
C(CNC1C2CC3CC(C2)CC1C3)CN1CCOCC1 (stereo unspecified)	-23	1	8	-3	0	0.7	-5	9	9
Cc1cccc(NC(=S)NNC(=O)c2cc3c(s2)CCC(C)C3)c1C (stereo unspecified)	5	3	1	-3	1	0.8	13	9	-10
O=C(Nc1ccc2c(c1)OCO2)c1ccc2nc([C@@H]3O[C@H](CO)[C@H](O)[C@H](O)[C@H]3O)[nH]c2c1	6	0	17	1	-11	0.0	-2	-2	-4
O=C(Nc1cc(C(F)(F)F)ccc1N1CCOCC1)C1CC1	3	0	16	0	-24	-0.4	-2	-1	6
CN(C)c1ncnc2c1ncn2C1CCCO1 (stereo unspecified)	2	0	6	0	-10	0.0	11	5	6
CCOc1ccc(-c2cc(N)n(S(=O)(=O)c3ccc(OC)c(OC)c3)n2)cc1	2	-1	21	-2	-12	-0.7	3	2	-6
CCOc1cc(-n2ncc(C#N)c2N)nc(SC)n1	4	0	1	-1	12	2.3	6	10	-5
CN(Cc1ccccc1)c1nc(-c2cccc([N+](=O)[O-])c2)nc2ccccc12	-1	0	10	-2	-7	0.0	-2	4	1
COc1ccccc1S(=O)(=O)n1cc(Cc2ccccc2)c(N)n1	9	4	12	0	-27	1.8	8	-4	-9
CC(O)CNc1nc2ccccc2n1CC(=O)NC12CC3CC(CC(C3)C1)C2 (stereo unspecified)	4	3	7	0	-3	0.5	3	-2	5
S=C(Nc1cccc2ccccc12)NN1CCOCC1	21	1	23	2	-12	0.4	-4	-9	0
Cc1ccc(C)c(C(=O)CCC(=O)NCc2ccc(Cl)cc2)c1	8	1	17	-9	-13	0.0	-4	-26	15
CCn1cc(C(=O)N2CCN(c3ccccn3)CC2)c2cc(OC)c(OC)cc2c1=O	4	3	20	-10	-8	1.0	-6	-5	2
COc1cccc(CNn2c(-c3cccc(C)c3)nc3ccccc3c2=O)c1O	-11	9	4	-1	-18	3.5	4	7	-10
Cc1cccc(OCC(=O)Nc2ccc(S(=O)(=O)N3CCCC3)cc2)c1	0	5	4	-5	-1	2.3	-14	-8	-11
Cc1cc(C)c(NC(=O)CS(=O)CC(=O)N2CCN(c3ccccc3)CC2)c(C)c1 (stereo unspecified)	6	1	8	-2	-7	-0.3	-1	4	-2
O=C1CCCN1CCCNC(=S)Nc1ccc(Cl)cc1Cl	-1	4	19	2	-10	1.5	2	-4	0
CCOc1ccccc1N1CCN(C(=O)Cc2ccc(S(=O)(=O)N3CCOCC3)s2)CC1	2	5	-6	-3	-2	0.9	2	-1	-5
CN1CCN(c2ccc(Cl)cc2NC(=O)CCN2C(=O)c3ccccc3C2=O)CC1	-11	0	-21	-8	9	0.0	7	1	1
O=C(NCc1ccccc1)c1ccc2c(=O)n(CC3CCCO3)c(=S)[nH]c2c1 (stereo unspecified)	1	1	17	0	-6	0.8	-2	-3	2
Cc1nn(C)c2c(=O)c(=O)c2n(C)[nH]1	-3	0	2	2	-4	0.2	-2	-5	0
COc1ncnc2c1sc1nc(-c3ccccc3)c3c(c12)CCCC3	10	0	6	-3	3	0.5	0	8	2
CN1C2Cc3c(n(C)c4ccccc34)C1CC=C2CO (stereo unspecified)	8	-1	10	0	-10	1.5	-3	0	5
COCCNC(=O)CCCn1c(=O)c2cc(OC)c(OC)cc2n(CC(=O)Nc2ccccc2OC)c1=O	2	1	4	2	-9	0.3	2	12	7
COc1cccc(NC(C(=O)Nc2cccc(C(C)=O)c2)c2ccccc2)c1 (stereo unspecified)	3	2	15	-1	-5	0.0	19	-5	-10
CCCCNC(=S)Nc1ccc(SC(F)F)cc1	-8	10	-3	0	-3	11	10	0	-18
C=CCn1cccc(C(=O)Nc2cc(OC)c(OC)c(OC)c2)c1=O	0	9	12	5	-8	2.6	-8	-3	5
COc1ccc(NC(=O)c2ccccc2N2C(=O)C3C4C=CC(C5CC45)C3C2=O)c(OC)c1 (stereo unspecified)	15*	5	-10	0	10	1.8	4	-9	11
CCC(=O)c1c[nH]c(C(=O)N2CCN(c3ccccc3)CC2)c1	2	2	14	-1	-5	1.2	15	-9	-8
(list continues)
SMILES	CHRM4 PAM	M4 ag	CHO-K1 Ca PAM	M5 ag	CHO-K1 Ca antag	CHO-K1 Ca ag	M5 antag	CHRM4 antagonist	CHRM5 PAM
CC1=C(C(=O)OCc2ccccc2)C(c2ccco2)n2ncnc2N1 (stereo unspecified)	-6	12	-10	7	3	5.0	10	1	-12
CCOC(=O)/C=C1\NC(=O)CS1	3	1	0	3	-6	0.4	2	4	1
COC(=O)c1ccc(C(=S)N2CCOCC2)cc1	-3	0	5	1	7	0.1	3	10	-6
O=C(CSc1nc2ccccc2[nH]1)Nc1ccc(F)cc1	3	9	11	2	-8	1.4	1	-20	-2
COc1ccc(-c2nc(N/N=C(\C)c3ccc(O)cc3)c3ccccc3n2)cc1	-17	9	-17	-1	6	2.3	9	6	-13
Cc1cccc(NC(=S)N2CCCCCC2)c1	8	2	8	-7	-2	-0.4	-5	-13	-1
CNC(=S)N1N=C(c2ccc(C)cc2)CC1c1cc(OC)ccc1OC (stereo unspecified)	-3	-1	-12	-2	17	0.1	-1	1	1
Cc1c(OCC(=O)NC2CC(C)(C)NC(C)(C)C2)ccc2c1oc(=O)c1ccccc12	5	1	8	-4	-5	0.6	3	-2	-2
CCOc1ccc(CCNC(=O)c2cc(C)nc3ccccc23)cc1OCC	-4	3	0	1	-6	0.9	0	7	-1
CC(=O)Nc1ccc(C(=O)NC2CCCC2)cc1	8	2	20	-9	-11	0.8	-3	6	4
COc1ccc(N2C(=O)C3CCCN3C2c2cccs2)cc1 (stereo unspecified)	4	1	11	2	1	0.6	-3	-13	3
CCc1ccccc1Nc1nc(N)nc(COC(=O)CCNS(=O)(=O)c2ccccc2)n1	-6	10	-18	1	11	1.4	9	3	-8
Cc1cccc(-c2cnc3cccnn23)c1	2	0	17	-2	-8	0.1	-10	-6	7

Five of the compounds above, bar-delimited:
smiles | CHRM4 PAM | M4 ag | CHO-K1 Ca PAM | M5 ag | CHO-K1 Ca antag | CHO-K1 Ca ag | M5 antag | CHRM4 antagonist | CHRM5 PAM
CCOC(=O)/C=C1\NC(=O)CS1 | 3 | 1 | 0 | 3 | -6 | 0.4 | 2 | 4 | 1
CCc1ccccc1Nc1nc(N)nc(COC(=O)CCNS(=O)(=O)c2ccccc2)n1 | -6 | 10 | -18 | 1 | 11 | 1.4 | 9 | 3 | -8
CC(=O)Nc1ccc(C(=O)NC2CCCC2)cc1 | 8 | 2 | 20 | -9 | -11 | 0.8 | -3 | 6 | 4
Cc1c(OCC(=O)NC2CC(C)(C)NC(C)(C)C2)ccc2c1oc(=O)c1ccccc12 | 5 | 1 | 8 | -4 | -5 | 0.6 | 3 | -2 | -2
Cc1cccc(NC(=S)N2CCCCCC2)c1 | 8 | 2 | 8 | -7 | -2 | -0.4 | -5 | -13 | -1
